Compound activity (PubChem)
S3 lipid droplet: qHTS Assay for Lipid Storage Modulators in Drosophila S3 Cells. lipid storage change, negative = inhibition, % at the top dose, mostly 46.1 µM; hits show Potency in µM. Drosophila S3 cells, BODIPY lipid droplet fluorescence, 18-24 h; cells fed with added oleic acid. 320,000 compounds, 0.64% hits. AID 2685, 2010; active = well fitted inhibition curve with a large enough effect in the signal ratio, with a control signal flat, not every such curve was filed as active; inconclusive = small, poorly fitted or top-dose-only effect, or effect the other way, or a change in a side signal; the % refers to the signal ratio
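Drosophila S3 cells loaded with oleic acid (400 uM, as added) and compounds at several concentrations; lipid droplets imaged by 488-nm laser-scanning cytometry, 500–530 nm intensity and object ratio to cell channel. Percent activity normalized to 20 uM Triacsin C.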
S3 lipid droplet cell count max: recorded beside S3 lipid droplet, whose call it bears; cell number change, %; measured here: cell count max response;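 cells counted by Cell Tracker Red CMTPX staining in the red channel; peak over a dose series mostly up to 46.1 µM; percent activity relative to internal control wells on each plate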
Numbers without * were called inactive; i = inactive; ? = inconclusive; / = no result given. % is scaled to controls: 0 for no effect and ±100 for the full control effect; potency is read from the fitted curve at half-maximal effect. This is a subset; count on the stated rates, not on these rows.

mol	S3 lipid droplet cell count max	S3 lipid droplet
CN(Cc1ccccc1)S(=O)(=O)c1cccc2nsnc12	18	0%
O=C(NC1CCCCC1)NC1CC2CCC(C1)N2C(=O)NCc1ccccc1 (centres undefined)	/	?
CCOc1ccc(CCNC(=O)C2CCCN2C(=O)OCc2ccccc2)cc1OCC (centres undefined)	-21	-4%
C=C(C)Cn1c(N2CCN(CC)CC2)nc2c1c(=O)[nH]c(=O)n2C	/	?
O=c1cc(-c2ccc(O)cc2)oc2ccccc12	/	?
CC(=O)N1CCc2cc(Br)cc(S(=O)(=O)N3CCN(C(=O)c4ccco4)CC3)c21	/	?
Cc1nnc(SCc2nc3ccccc3[nH]2)s1	25	1%
CCOC(=O)C(CCc1nnc(N)s1)C(=O)OCC	/	?
Cc1cccc(S(=O)(=O)Nc2cccc(-c3cn4ccsc4n3)c2)c1	/	?
COc1ccc(Cl)cc1NS(=O)(=O)N1CCOCC1	13	10%
CCN1CCN(S(=O)(=O)c2ccc(Cl)c(C(=O)Nc3ccccc3N3CCCCC3)c2)CC1	/	?
NC(=O)CC(CC(=O)OCc1ccccc1)c1ccccc1 (centres undefined)	0	15%
O=C(/C=C\NCC(=O)c1ccccc1)c1ccc2ccccc2c1	4	-11%
O=C(N/N=C/c1ccco1)c1ccc2nc[nH]c2c1	/	?
O=C(NCC1CCCO1)/C(=C\c1ccccc1F)NC(=O)c1ccccc1 (centres undefined)	/	?
CCCC(=O)Nc1ccc(NC(=O)c2cccs2)cn1	/	?
Cc1cc(C)cc(NC(=O)CSc2nccn2Cc2ccco2)c1	/	?
O=C(NNC(=O)c1cc(Cl)nc2ccccc12)c1ccccc1F	/	?
O=C1COc2ccc(C(=O)COC(=O)c3cc(S(=O)(=O)N4CCOCC4)ccc3F)cc2N1	-33	i
Cc1ccc(NC(=O)CN(C)Cc2nc3c(Br)cc(Br)cc3c(=O)[nH]2)cc1	/	?
CC(C)CCNC(=O)CCn1nc(-c2ccc(Cl)cc2)ccc1=O	8	13%
N#C/C(C(=O)Nc1ccc(Cl)cc1)=C(/S)Nc1ccccc1	/	?
CCOc1cc(/C=N/N2CCOCC2)ccc1OCc1ccc(C(=O)OC)o1	/	?
CCOC(=O)c1sc(=S)n(CC)c1NC(=O)c1ccccc1	2	-7%
O=C(CCc1ccc(S(=O)(=O)NCc2ccccc2)cc1)NCc1ccc2c(c1)OCO2	/	?

(cont.)
mol	S3 lipid droplet cell count max	S3 lipid droplet
O=C(O)C1CCN(S(=O)(=O)c2ccc(N3CCC(O)CC3)c([N+](=O)[O-])c2)CC1	/	?
CC(C)c1ccc(OCCCCN2CCCCC2)cc1	10	7%
CCC1S/C(=C(\C#N)C(=O)NCc2ccco2)N(c2ccc(Br)cc2)C1=O (centres undefined)	/	?
Oc1ccc2ccccc2c1Br	/	?
CCOC(=O)c1[nH]c2ccc(F)cc2c1NC(=O)C(C)N1CCc2cc(OC)c(OC)cc2C1 (centres undefined)	/	i
N#Cc1c(-c2ccccc2)nc2n(c1=O)CCS2	-19	-19%
CC(C)C1=C2OC(N)=C(C#N)C(C#N)=C2C(C)CC1 (centres undefined)	/	?
Cc1ccc(S(=O)(=O)Cc2ccc(C(=O)N3CCCCCC3)o2)cc1	/	?
CC1=C(C(=O)NCCN2CCN(C)CC2)C2(CCC(C)CC2)OC1=O (centres undefined)	-7	4%
CCOC(=O)C1(Cc2cccc(Cl)c2)CCCN(C(=O)c2ccoc2C)C1 (centres undefined)	/	?
CC(C)(C)Nc1nc(-c2ccccn2)nc2ccccc12	/	?
Cc1ccc(CONC(=O)c2ccc(C)cc2)cc1	/	?
Cc1ccc(C(=O)CSc2nc3ccccc3c(=O)n2N)o1	/	11%
O=C(NCCCN1CCOCC1)c1ccc2c(c1)N(Cc1c(F)cccc1Cl)C(=O)CS2	/	?
COc1ccc(C)cc1S(=O)(=O)N(C)CC(=O)Nc1ccc2c(c1)OCO2	/	i
Cc1ccc(O)c(CNc2nc3ccccc3n2C)c1	/	?
O=C(NC(=S)Nc1c(F)cc(F)cc1Br)c1ccc2c(c1)OCCO2	/	?
CC(NCc1cccc(S(=O)(=O)N(C)C)c1)c1ccc(F)cc1 (centres undefined)	/	?
Cc1nn(C)c(C)c1CCC(=O)N1CCCC(N2CCN(c3ccc(F)cc3)CC2)C1 (centres undefined)	/	i
CCn1c2ccccc2c2cc(NC(C)=O)ccc21	/	?
CCCCN(CC)CCNc1c(N2CCN(C(=O)OCC)CC2)c(=O)c1=O	-9	1%
CC(=O)Oc1ccc(C(=O)Nc2cccnc2)cc1	/	i
c1ccc(Nc2n[nH]nc2-c2ccccc2)cc1	-15	22%
COc1ccc(C(=O)NCc2cc(C)nc3ccccc23)cc1OC	/	?
Cc1noc(C)c1CSCC(=O)Oc1ccc(N(C)S(=O)(=O)c2ccccc2)cc1	/	?

Additional entries follow:
mol	S3 lipid droplet cell count max	S3 lipid droplet
CC1(C)CC(=O)C2=C(C1)N(c1ccc(F)cc1)C(=O)CC2c1ccccc1 (centres undefined)	/	?
O=S(=O)(c1cccc(NC(=S)NCc2ccco2)c1)N1CCOCC1	-4	20%
COc1ccccc1Nc1nc(N)nc(CN2CCN(c3ccccc3F)CC2)n1	/	?
C(=N\Nc1nc2ccccc2[nH]1)/c1ccncc1	0	0%
Cc1ccccc1NCC(=O)N/N=C/c1c[nH]c2ccccc12	-7	10%
NC(=O)CN1CCN(S(=O)(=O)c2ccc(Cl)cc2)CC1	30	-4%
O=C(NC1CCN(S(=O)(=O)c2ccc(F)cc2)CC1)C1CCCCC1	-18*	5.2µM*
O=C(Nc1ccccc1)c1ccc(S(=O)(=O)N(CCO)CCO)cc1	/	i
CCOC(=O)C1=C(C)C(c2ccccc2OC)NC(=S)N1 (centres undefined)	-27	i
O=C1CN(C(=S)Nc2ccc(OC(F)F)cc2)CCN1	/	?
CCOc1cc(/C=C(/C#N)C(=O)Nc2ccc(O)cc2)cc(Br)c1O	/	?
CC(=O)N[C@@H](Cc1c[nH]c2ccccc12)C(=O)NCCc1ccc(S(N)(=O)=O)cc1	/	?
Cc1nn(CC(=O)N2N=C(C(F)F)CC2(O)C(F)F)c(C)c1[N+](=O)[O-] (centres undefined)	/	?
CCCCNc1c(N2CCN(C(=O)OCC)CC2)c(=O)c1=O	3	6%
Nc1nnc(Cc2ccccc2)s1	6	-5%
O=C(NCc1ccccc1Cl)c1ccc(-c2ccccc2)cc1	/	?
CCOc1ccc(N(CC(=O)Nc2ccc(C)c(C)c2)S(=O)(=O)c2c(C)noc2C)cc1	/	?
CCCCCc1nnc(NC(=O)OCCC)s1	24	i
Cc1occc1C(=O)N=Nc1c(O)[nH]c2ccc(Br)cc12	30	11%
COc1cc(OC)cc(C(=O)N2CCC(n3c(C)nc4cc(F)ccc43)CC2)c1	/	?
O=C(CSc1nnnn1C1CCCC1)Nc1cccc(NC(=O)c2ccco2)c1	/	?
CCC(=NCc1ccco1)c1c(C(F)(F)F)[nH]n(-c2nc3ccccc3s2)c1=O	/	i
CCOC(=O)CSc1nc(C(C)C)nc2ccccc12	/	?
CC(C)CCNC(=O)C1CCC(=O)N1C(C)C (centres undefined)	/	?
Cc1cccc(C)c1NC(=O)CCCSc1nnnn1C	2	10%

Remaining list, next part:
mol	S3 lipid droplet cell count max	S3 lipid droplet
O=Cc1cn(CC(O)Cn2cc(C=O)c3ccccc32)c2ccccc12	13	14%
Cc1nnc(SCC(=O)Nc2sccc2C(N)=O)n1Cc1ccccc1	/	?
COc1ccccc1NC(=O)C(CC(C)C)NC(=O)C1CCCCC1 (centres undefined)	5	-11%
CC(=O)Nc1ccc(S(=O)(=O)Nc2cc(C)c(-n3nc4ccccc4n3)cc2O)cc1	/	?
CCNC(=S)Nc1scc(-c2ccccc2)c1C(=O)OCC	/	?
COc1cc(C2NC(=S)NC(c3ccccc3)=C2C(C)=O)cc(Cl)c1OCC(=O)O (centres undefined)	8	-3%
N#Cc1cnn(-c2ncnc3sc4c(c23)CCCC4)c1N	/	?
S=C(Nc1cccc(Cl)c1Cl)N1CCCC1	/	?
CC(Oc1ccccc1Cl)c1nnc(N)s1 (centres undefined)	0	14%
Cc1ccc(S(=O)(=O)NCCN(CCNS(=O)(=O)c2ccc(C)cc2)S(C)(=O)=O)cc1	-1	-6%
CCCCCCOc1ccc(N2C(=O)CC(N3CCN(C(=O)c4ccco4)CC3)C2=O)cc1 (centres undefined)	/	i
COC(=O)N/N=C(\C)c1ccc(C)c([N+](=O)[O-])c1	2	0%
COc1ccccc1NC(=O)CN(Cc1ccco1)C(=O)c1cncc(Br)c1	/	?
COc1cccc(NC(=O)CCN2C(=O)C3CC=CCC3C2=O)c1 (centres undefined)	/	?
COc1cc(/C=N\n2cnnc2)ccc1OCC(=O)Nc1ccc(C)cc1	/	?
COC1=C(Nc2ccc(C)cc2)C(=O)c2ccccc2C1=O	/	?
COc1ccccc1NC(=O)C1=C(C)NC(SCC(=O)c2ccccc2)=C(C#N)C1c1ccco1 (centres undefined)	/	?
Cc1cc(=O)n(C)c(=O)n1CCCNc1ccccc1	/	?
CCN(CC)S(=O)(=O)c1ccc(N2C(=O)Nc3ccccc3N2O)cc1	/	?
O=C(OCc1cccc([N+](=O)[O-])c1)c1cccnc1	/	?
CCN(CC)S(=O)(=O)c1cc(NC(=O)Cn2ncc(Cl)c(Cl)c2=O)ccc1C	2	-1%
Fc1cccc(CSc2nc3ncc(Cl)cc3[nH]2)c1	/	?
CCN(CC)S(=O)(=O)c1ccc(C(=O)NCCc2cc3c(OC)ccc(OC)c3[nH]c2=O)cc1	2	-11%
O=C(C[n+]1cccc(CNC(=O)c2ccc(OC(F)F)cc2)c1)Nc1cccc(C(F)(F)F)c1	/	?
COc1ccc(C(=O)n2cnc3ccccc32)cc1	10	27%

Sorted by number of heavy atoms (smallest number first): some entries from above
mol	S3 lipid droplet cell count max	S3 lipid droplet
CCn1c2ccccc2c2cc(NC(C)=O)ccc21	/	?
O=C(Nc1ccccc1)c1ccc(S(=O)(=O)N(CCO)CCO)cc1	/	i
O=C1COc2ccc(C(=O)COC(=O)c3cc(S(=O)(=O)N4CCOCC4)ccc3F)cc2N1	-33	i

Retrieved by structure from the entries so far (five):
mol	S3 lipid droplet cell count max	S3 lipid droplet
CCNC(=S)Nc1scc(-c2ccccc2)c1C(=O)OCC	/	?
Fc1cccc(CSc2nc3ncc(Cl)cc3[nH]2)c1	/	?
COc1ccccc1NC(=O)C(CC(C)C)NC(=O)C1CCCCC1 (centres undefined)	5	-11%
COc1ccccc1NC(=O)CN(Cc1ccco1)C(=O)c1cncc(Br)c1	/	?
CC(Oc1ccccc1Cl)c1nnc(N)s1 (centres undefined)	0	14%

Laid out differently: entries from further up.
O=C(C[n+]1cccc(CNC(=O)c2ccc(OC(F)F)cc2)c1)Nc1cccc(C(F)(F)F)c1
  S3 lipid droplet cell count max = /; S3 lipid droplet = ?

COc1ccc(C(=O)n2cnc3ccccc32)cc1
  S3 lipid droplet cell count max = 10; S3 lipid droplet = 27%

(list continues)
mol	S3 lipid droplet cell count max	S3 lipid droplet
Cc1cccc2sc(NC(=O)C3CCN(C(=O)c4ccco4)CC3)nc12	-25	0%
CC1CCN(S(=O)(=O)c2ccc(NC(=O)c3cccs3)cc2)CC1	/	?
COC(=O)[C@H](CC(C)C)NC(=O)Nc1cccc(Br)c1	-7	-33%
Nn1c(Cc2ccccc2)n[nH]c1=S	/	?
COc1ccc2c(c1)N(C(=O)CN1C(=O)C3CCCCC3C1=O)C(C)(C)C=C2C (centres undefined)	5	2%
CCCn1cc(CN2CCC(Cc3cccc(F)c3)(C(=O)OCC)CC2)c(C)n1	9	11%
O=C(NCCC1=CCCCC1)C1CCCN(S(=O)(=O)c2ccccc2)C1 (centres undefined)	/	?
CC(=O)c1ccc(C(=O)N2CCCC(Nc3ccc(C(C)C)cc3)C2)s1 (centres undefined)	/	?
Cc1ccc(Cn2nnc(C(=O)Nc3cccc(C)c3C)c2N)cc1	/	?
O=C(c1ccc(F)cc1F)N1CCCc2ccccc21	9	4%
O=C(O)COc1ccccc1/C=N/NC(=O)CSc1nnc(SCc2cccc3ccccc23)s1	/	?
Nc1nnc(CC(c2ccccc2)c2ccccc2)s1	/	?
O=C(CSc1nnc2scc(-c3ccccc3)n12)NCc1ccco1	/	?
CC1CCCCC1NC(=O)CN1C(=O)c2ccccc2S1(=O)=O (centres undefined)	-14	i
Nn1c(SCC(=O)NC2CCCC2)nnc1-c1ccccc1F	-2	i
O=C(Nc1ccc(Cn2cccn2)cc1)c1ccc(COc2ccccc2Br)cc1	/	?
CC(C)NC(=O)Cn1cc(C(=O)C2CC2)c2ccccc21	/	?
COc1cc(/C=N/NC(=O)c2ccncc2)cc(OC)c1OC	20	i
C(=N\Nc1nc2ccccc2[nH]1)/c1c[nH]c2ccccc12	/	?
CCCc1cc(=O)oc2cc(OCC(=O)NC(Cc3c[nH]c4ccc(O)cc34)C(=O)O)c(Cl)cc12 (centres undefined)	/	?
